High-throughput results as filed in PubChem.
E-sel TNF inh: blocks E-selectin expression induced by TNF alpha | HUVEC TNFa-induced E-selectin immunofluorescence, high content | inhibition, % at 2 µM | 0.71% of 120,000 active;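 active means inhibition above the batch mean plus 3 SD, and confirmed as a hit on visual image review, cut at about 43% in these data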;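 further: 0% = TNF-stimulated DMSO wells and 100% = unstimulated control wells; not every result past the cut was called active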
HCT116 bCat-KO: beta-catenin-lacking colon tumor cell growth suppression; HCT116 beta-catenin knockout viability, CellTiter-Glo, 60 h; active compounds read low; viability, % at 10 µM; 1.5% of 140,000 active;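 active means viability at or under a set limit, the compound median less 4 SD, cut at about 6% in these data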;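 further: 0% = Hyamine 1622 control at 20 µM and 100% = untreated cell control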
PTEN del growth: PTEN-deleted cell growth suppression; HCT116 PTEN-null viability, CellTiter-Glo, 60 h; active compounds read low; viability, % at 10 µM; 1.2% of 140,000 active;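 active means viability at or below a set limit, 4 SD under the median of all tested compounds, cut at about 3.7% in these data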;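 further: PTEN knockout HCT116 line with beta catenin targeted HCT116 as companion control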
Measles CPE: protection of cells from measles virus. AID 841. protection (pct of control), % at 4 µM. 1.5% of 140,000 active. Measles virus-infected cells, CPE protection, absorbance; in the data active means protection mostly above about 24%, no sharp cut-off; inactive means mostly below about 26%; further: some compounds called inactive have numbers as strong as hits
Phagocytosis inh: macrophage phagocytosis inhibition | J774A.1 macrophage IgG-bead phagocytosis, imaging | inhibition, % at 5 µM | 0.07% of 110,000 active | AID 1029;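 active means inhibition above the mean of the plate negative controls plus 5 SD, cut at about 13% in these data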;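 further: phagocytic index as fraction of beads internalized from green versus red external bead signal; plate controls were DMSO negative control for no effect and cytochalasin-D positive control for full effect; some results beyond the cut were filed as inactive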
GALR2 blocker: antagonists of human galanin receptor 2 (GALR2); O43603; GALR2-expressing cells, antagonist mode; inhibition, % at 4 µM; 0.39% of 140,000 active; in the data active means inhibition above about 27%;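 further: cells stimulated with galanin 1-16 at roughly its EC80; 0% = agonist challenge control and 100% = basal control without agonist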
Target sequence (O43603 whole entry, looked up): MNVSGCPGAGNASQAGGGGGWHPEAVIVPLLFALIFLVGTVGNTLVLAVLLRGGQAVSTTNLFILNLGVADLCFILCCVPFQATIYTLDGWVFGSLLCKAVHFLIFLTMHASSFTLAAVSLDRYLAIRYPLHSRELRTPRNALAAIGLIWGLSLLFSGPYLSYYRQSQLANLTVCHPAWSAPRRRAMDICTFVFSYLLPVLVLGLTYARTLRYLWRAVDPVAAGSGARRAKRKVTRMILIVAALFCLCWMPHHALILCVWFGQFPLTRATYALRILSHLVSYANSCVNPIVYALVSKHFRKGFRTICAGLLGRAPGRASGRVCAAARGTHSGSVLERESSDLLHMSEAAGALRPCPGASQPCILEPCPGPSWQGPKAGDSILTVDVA
Yeast life ext: extends the lifespan of yeast. S. cerevisiae growth with nicotinamide, OD615; deaD strain in restrictive glucose medium. inhibition of the nicotinamide effect, % at 10 µM. 0.68% of 130,000 active. AID 775;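 active means inhibition above a set limit, placed 3 SD over the median of all compounds, cut at about 26% in these data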;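 further: 0% = nicotinamide-treated wells and 100% = cells grown without nicotinamide; some compounds called inactive have numbers as strong as hits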
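assay system = DeaD-strain S. cerevisiae | measured by = absorbance at 615 nm | probe or stimulus = nicotinamide 1.5 mM | buffer or medium = CSMM-D glucose medium, restrictive | times = 48 h at 30 °C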
NPY-Y2 antag: blocks the human neuropeptide Y Y2 receptor; NPY-Y2 expressing cells, antagonist mode; inhibition, % at 2.7 µM; AID 793; 0.99% of 140,000 active; in the data active means inhibition above about 17%;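 further: 0% = vehicle with agonist challenge and 100% = reference antagonist with challenge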
Target sequence (P49146 whole entry, looked up): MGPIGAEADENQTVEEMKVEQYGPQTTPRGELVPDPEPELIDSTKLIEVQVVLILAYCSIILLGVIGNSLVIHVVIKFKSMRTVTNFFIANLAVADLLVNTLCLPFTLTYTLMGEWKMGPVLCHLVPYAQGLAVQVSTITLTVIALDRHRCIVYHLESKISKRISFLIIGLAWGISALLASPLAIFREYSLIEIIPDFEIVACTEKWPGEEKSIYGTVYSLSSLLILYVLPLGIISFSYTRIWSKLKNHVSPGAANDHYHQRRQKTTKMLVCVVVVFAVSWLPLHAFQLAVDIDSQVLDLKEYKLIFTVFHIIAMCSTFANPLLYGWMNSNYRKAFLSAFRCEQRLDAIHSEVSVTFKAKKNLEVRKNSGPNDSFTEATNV
MRP1 act: activates MRP-1. AID 799. viability increase, % at 10 µM. 0.61% of 140,000 active. H69AR cells + doxorubicin, viability rescue, CellTiter-Glo;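 active means viability gain under doxorubicin at or above a set limit, the compound median plus 3 SD, cut at about 4.7% in these data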;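 further: MRP-1 overexpressing cells given doxorubicin 25 µM after compound pretreatment; 18-22 h compound pretreatment then 72 h with doxorubicin before readout; 0% = doxorubicin-only wells and 100% = vehicle-treated cells without doxorubicin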
BB579 growth dn: reduces growth of yeast BB579 in restrictive medium; S. cerevisiae BB579 growth, OD615, 48 h; inhibition, % at 10 µM; 0.51% of 140,000 active;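 active means inhibition above a set limit, 3 SD over the mean compound inhibition, cut at about 44% in these data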; further: inactives centre near -24
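Assay system – yeast BB579 (DeaD) · Dosing – single compound dose of 10 µM, 0.25% DMSO final · Detection – OD615 turbidity measurement · Buffer or medium – CSMM-D restrictive synthetic medium containing dextrose (glucose) · Benchmarks – positive control amphotericin B 10 µg/mL · Incubation – 48 h exposure, 30 °C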
* marks the source's active call; other numbers are inactive results; / = no result given; & = joins results of further samples.

SMILES	Yeast life ext	PTEN del growth	BB579 growth dn	NPY-Y2 antag	HCT116 bCat-KO	Phagocytosis inh	MRP1 act	GALR2 blocker	Measles CPE	E-sel TNF inh
Cc1cc(Br)ccc1NC(=O)CN1C(=O)C2C3CC(c4ccccc4)C(C3)C2C1=O (stereo not given)	-9.9	15.6	-38.5	-5.9	22.1	/	-5.6	3.2	13.9	20.8
COc1ccc(N(CC(=O)NCCC2=CCCCC2)S(C)(=O)=O)cc1	-10.6	96.8	-2.1	6.5	88.5	-0.9	-0.4	-18.1	8.5	-0.3
CCCN1CNC(=S)N(c2ccccc2OCC)C1	-1.9	88.1	-14.9	3.2	86.8	/	-2.1	-0.4	6.6	/
Cc1cc(C)nc(SCCS(=O)Cc2ccc(Cl)cc2)n1 (stereo not given)	-6.2	95.8	-8.8	6.2	94.9	-0.6	-3.0	-10.0	7.8	7.0
O=C(NCCC1=CCCCC1)NC12CC3CC(CC(C3)C1)C2	/	67.8	-32.9	3.8	63.9	/	-0.9	-11.5	5.6	8.8
Cc1ccc(C(=O)Cn2cnc3ccccc3c2=O)cc1C	40.6	65.0	-19.5	2.2	63.4	3.0	-1.4	-4.6	4.5	11.6
Cc1onc(-c2c(Cl)cccc2Cl)c1C(N)=O	3.6	97.9	-14.0	5.1	94.7	-4.6	-3.0	7.0	2.7	-19.7
Cn1c(=O)oc2cc(S(=O)(=O)N3CCC(C(=O)Nc4ccc(OC(F)(F)F)cc4)CC3)ccc21	-6.7	66.5	-2.5	1.1	83.0	-0.7	-1.4	-2.8	2.3	-23.7

Next section.
SMILES	Yeast life ext	PTEN del growth	BB579 growth dn	NPY-Y2 antag	HCT116 bCat-KO	Phagocytosis inh	MRP1 act	GALR2 blocker	Measles CPE	E-sel TNF inh
Cn1c(Cc2cccs2)n[nH]c1=S	-5.3	91.8	-7.2	0.3	91.9	-1.9	-2.8	-0.4	5.9	-2.4
Cn1c(=O)c2c(-c3ccccc3)n(Cc3cccnc3)cc2n(C)c1=O	-5.9	105.5&98.1	22.4	1.4	84.4	-0.4	-1.3	-6.3	10.9	3.8
OCC#CCSc1nnc(-c2ccncc2)o1	-1.2	108.8	-57.7	3.2	106.2	1.7	0.7	11.0	4.5	/
OCCN1CCN(CC(O)COCCOc2ccc(Br)cc2)CC1 (stereo not given)	2.3	80.6	-21.9	3.9	83.4	8.5	-0.6	2.9	17.8	/
O=C(c1ccc(-n2cnnn2)cc1)N1CCOCC1	-8.1	104.7	-13.2	-2.2	95.2	0.8	-1.4	-9.2	6.4	/
CCCN1CCN(CCCNC(=O)CCNC(=O)Cn2ccc3ccccc3c2=O)CC1	-5.1	94.5	-21.5	-4.7	104.4	-0.1	0.8	-5.5	2.5	15.8
CCCCCCSC1=C(C#N)C(c2ccc(O)cc2)CC(=O)N1 (stereo not given)	-2.7	79.2	-33.7	2.7	87.3	-1.4	-1.2	-7.1	4.6	6.1
Cc1ccc(NC(=O)c2noc3c2CCCCC3)cc1	-19.5	80.1	-23.4	-1.8	77.0	1.1	-2.3	16.1	8.0	/

Additional compounds follow.
SMILES	Yeast life ext	PTEN del growth	BB579 growth dn	NPY-Y2 antag	HCT116 bCat-KO	Phagocytosis inh	MRP1 act	GALR2 blocker	Measles CPE	E-sel TNF inh
CC1CCN(CCc2nc3cc(NC(=O)NC4CCCCC4)ccc3n2C)CC1	-12.3	42.7	-42.9	2.3	22.7	-2.9	-6.5	10.2	2.3	-0.2
CCN(CC(=O)Nc1cccc(C(C)=O)c1)S(=O)(=O)c1ccc(OC)cc1	-9.2	93.4	-30.5	1.2	94.6	-0.1	-1.1	-7.1	3.0	1.9
Cc1ccc(NC(=O)C2CCCN(c3ncccn3)C2)cc1F (stereo not given)	-18.6	100.0	-35.7	5.1	103.4	-0.7	0.2	-1.0	16.2	17.1
NC(=O)c1ccccc1NC(=O)/C=C/c1cccc(Cl)c1	-24.9	97.3	-31.4	0.8	93.3	/	1.2	7.7	17.4	-17.4
COc1ccc(OC(C)=O)c(C2c3cc(OC)c(OC)cc3CCN2C(C)=O)c1 (stereo not given)	-9.8	98.5	-41.2	1.7	109.2	1.5	0.8	10.7	1.3	14.6
O=C(C1CCCN(S(=O)(=O)Cc2ccccc2)C1)N1CCc2ccccc21 (stereo not given)	-17.3	83.1	-19.2	0.6	81.2	-1.7	-4.0	-4.5	26.1	-2.2
O=C(CSc1nnc(-c2ccc(O)cc2)n1-c1ccccc1)CC(=O)Nc1ccccc1	1.3	97.9	-22.8	-0.4	87.0	-7.9	-2.1	1.2	15.9	-21.3
Cc1ccc(S(=O)(=O)NCC(=O)NCc2ccncc2)cc1	/	90.1	-18.2	-0.5	83.3	/	-2.1	11.0	0.8	-17.1

Continued.
SMILES	Yeast life ext	PTEN del growth	BB579 growth dn	NPY-Y2 antag	HCT116 bCat-KO	Phagocytosis inh	MRP1 act	GALR2 blocker	Measles CPE	E-sel TNF inh
NC(=O)c1cccnc1	5.1	101.6	0.9	-1.6	100.9	/	-1.8	-1.9	5.3	/
COCCCNC(=O)c1ccc([N+](=O)[O-])c(Cl)c1	0.6	95.2	-24.9	1.0	91.9	-1.2	-2.3	2.7	36.0*	47.1
Cc1cc(NC(=O)CN2CCCC2c2nc3ccccc3s2)no1 (stereo not given)	-10.6	83.7	-22.4	0.5	92.4	1.7	-2.0	14.1	5.2	-52.1
COC(=O)/C(=C\Nc1ccc(OC)cc1)NC(=O)c1ccc(Cl)cc1Cl	-7.1	76.9	7.3	3.9	64.8	0.9	-3.8	-14.5	2.5	/
O=c1[nH]c(CSc2nc3ccccc3[nH]2)nc2c1cnn2-c1ccccc1	1.1	49.7	-26.3	2.3	44.7	-8.4	-0.2	4.5	15.4	-2.5
Cc1nnc(SC(C)C(=O)Nc2ccc(S(=O)(=O)N3CCCCC3)cc2)s1 (stereo not given)	-3.5	86.0	4.0	2.2	81.5	-0.3	-1.8	-1.7	19.9	-7.8
CCN(CC)C(=O)c1cn(C)c(=O)c2cc(OC)c(OC)cc12	-1.0	100.4	-29.7	4.7	99.7	-0.4	-0.8	3.0	4.7	-3.3
Cn1cccc1C(=O)Nc1nc(-c2ccccn2)cs1	-19.5	6.6	46.0*	-0.4	9.9	-0.9	0.1	7.1	5.7	19.9

Next compounds.
SMILES	Yeast life ext	PTEN del growth	BB579 growth dn	NPY-Y2 antag	HCT116 bCat-KO	Phagocytosis inh	MRP1 act	GALR2 blocker	Measles CPE	E-sel TNF inh
CC(=O)C1=C(C)Nc2ncnn2C1c1ccc(Cl)cc1Cl (stereo not given)	-4.0	95.4	-7.2	-3.2	91.6	-1.3	-0.3	0.0	12.8	0.4
COC(=O)c1ccccc1NC(=O)CSc1nnc(-c2ccoc2C)n1C	4.5	102.5	11.0	5.8	98.5	0.9	0.8	-2.4	15.2	-5.5
CCCCN1C(=O)C(NC(=O)C2CC2)(C(F)(F)F)C2=C1CC(C)(C)CC2=O (stereo not given)	-17.7	91.5	-44.3	1.9	106.8	/	-1.8	-9.9	44.4	-14.1
S=C1NC(c2ccccc2)=NCN1c1ccc(Br)cc1	-8.3	96.2	-15.2	0.7	90.0	/	-2.7	1.1	19.6	-7.8
COc1cc(NC(=O)c2ccco2)ccc1NC(=O)C(C)C	-6.8	95.1	-17.3	0.6	97.3	0.6	0.2	-4.9	7.0	-7.0
Cc1cc(C)c(-c2cc(NC(=O)CSc3n[nH]c(N)n3)n(-c3ccccc3)n2)cc1C	-13.9	88.4	-70.5	-3.3	83.8	/	0.1	-2.3	6.1	-11.9
CCOC(=O)N1CCC2(CC1)C(C#N)=C(N)Oc1n[nH]c(CSc3ccc(C)cc3)c12	-10.8	22.8	-61.8	4.3	23.0	-1.6	0.4	-4.1	2.8	1.0
COc1ccccc1C(=O)NCCCN1CCCC1=O	-8.3	105.5	-6.4	1.5	92.7	-0.4	0.2	-29.2	8.6	-14.9

Further compounds.
SMILES	Yeast life ext	PTEN del growth	BB579 growth dn	NPY-Y2 antag	HCT116 bCat-KO	Phagocytosis inh	MRP1 act	GALR2 blocker	Measles CPE	E-sel TNF inh
O=C(c1oc(=O)c2ccccc2c1-c1ccccc1)N1CCN(C2CCCCC2)CC1	-5.7	98.1	-49.9	3.9	89.0	-0.3	-2.1	-7.5	32.8	/
O=S(=O)(NC1CCCCC1Oc1ccccc1)c1ccc(Cl)cc1 (stereo not given)	14.3	71.9	-46.0	4.1	76.7	-3.0	-3.2	0.0	27.9	35.9
Cc1ccccc1NC(=O)COC(=O)CN1C(=O)NC(C)(C)C1=O	8.1	109.2	-62.4	-0.9	100.2	-1.1	0.1	-10.1	9.8	-2.2
CNC(=O)/C(C#N)=C\c1ccc(CNS(=O)(=O)c2ccccc2)o1	2.2	102.5	-19.3	3.9	98.2	-10.7	-2.4	13.5	10.4	19.1
NC(=O)c1cc(Cc2ccccc2)sc1NC(=O)c1ccco1	-18.5	90.8	-37.0	3.3	87.7	-0.4	-1.3	14.5	12.5	-32.6
COc1ccc(-n2ncc(N(C)n3cccc3)c(Cl)c2=O)cc1	-11.8	96.4	-28.4	0.0	98.7	-2.8	-1.3	5.9	21.9	-37.2
Cc1ccc(-c2nnc(SCC#CCOC(=O)c3cccs3)o2)cc1	-3.2	97.6	-16.8	11.8	86.9	0.3	-2.7	-7.6	8.1	-10.4
O=C(CCN1C(=O)COc2ccccc21)NCCN1CCc2ccccc2C1	-1.4	82.6	-22.1	-0.5	80.1	0.0	-3.6	-7.8	3.3	/

Later entries.
SMILES	Yeast life ext	PTEN del growth	BB579 growth dn	NPY-Y2 antag	HCT116 bCat-KO	Phagocytosis inh	MRP1 act	GALR2 blocker	Measles CPE	E-sel TNF inh
O=C(c1ccccc1NS(=O)(=O)c1cccs1)N1CCCC1	-3.2	92.9	-18.0	6.5	88.5	-1.3	-2.0	4.7	11.6	/
COc1ccccc1OC(=O)CCN1c2ccccc2Sc2ccccc21	1.2	87.8	-22.7	1.8	85.1	-11.4	-2.4	0.1	13.1	/
CCCNC(=O)C1CCN(c2nc(C)cc(C)n2)CC1	-19.6	97.6	-6.0	-1.0	89.7	-2.5	-3.4	-0.4	8.1	11.6
Cc1ccccc1C(=O)c1ccc2c(c1)n(C)c(=O)n2C	3.6	87.8	-64.4	0.5	93.5	0.9	-1.3	6.7	8.4	/
